H9c2 TAG inh = triacylglycerol accumulation inhibition; H9c2 cells, Nile Red lipid (TAG) fluorescence; cells loaded with 200 µM oleic acid; inhibition, % at 12.5 µM; 230,000 tested, 0.66% active; AID 651582;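 active means pattern-corrected inhibition of lipid staining of at least 50% with the nuclear-stain viability signal not falling by more than 50%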;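 further: 0% = DMSO wells and 100% = triacsin C control wells; some results filed as inactive read as strong as hits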
H9c2 TAG inh DAPI viability = recorded beside H9c2 TAG inh, whose call it bears; DAPI nuclei signal change (viability), lower = more cytotoxic, %;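 whole-well DAPI fluorescence read on a plate reader as a viability signal; minus 50 percent equals half of cells still viable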
An asterisk follows results filed as active. These rows are one share of the data (hit frequency here may not be typical).

Values in the order – H9c2 TAG inh	H9c2 TAG inh DAPI viability
> Nc1cc(C(=O)OCC(=O)NNC(=O)c2ccccc2)ccc1Cl
  0.5	6.8
> CCN1C(=O)C(c2ccc(O)cc2)(c2ccc(O)cc2)c2ccccc21
  2.2	0.4
> Cc1ccc(NC(=O)c2c(C)nc(Nc3nc4ccccc4o3)nc2C)cc1
  -1.0	-0.2
> O=C1Nc2ccccc2N=C(c2ccccc2)c2ccccc21
  -11.1	2.5
> CC1=CC(C)(C)N(C(=O)CCl)c2cc(C)ccc21
  9.0	-3.4
> Cc1ccnc2nc(C(=O)Nc3ccc(N4CCOCC4)cc3)nn12
  -1.7	6.3
> Cn1c(=O)c2c(-c3ccccc3)n(-c3ccccc3S)cc2n(C)c1=O
  7.2	-7.5
> COCCNC(=O)c1ccccc1NC(=O)C1COc2ccccc2O1 (stereo unspecified)
  -13.0	-4.8
> O=C(c1ccccc1)c1cn[nH]c1-c1ccccc1O
  -4.3	4.4
> COc1ccc(S(=O)(=O)Nc2cc3c4c(c2)CCN4C(=O)CC3)cc1C
  -19.3	-0.6
> O=c1c2c3nc4ccccc4nc3n(/N=C/c3ccncc3)c2ncn1-c1ccccc1
  26.9	-8.5
> CCCNC(=O)c1ccc(-c2nc3ccccc3s2)s1
  15.4	-6.0
> CC(Oc1ccccc1)C(=O)N1CCN(c2ccc(N3CCOCC3)nn2)CC1 (stereo unspecified)
  -20.0	7.4
> COc1ccc(OC)c(NC(=O)c2nnn(CCc3ccccc3)c2N)c1
  4.7	-9.7
> CN(CCN1CCc2ccccc2C1)Cc1nc(-c2ccc3c(c2)OCO3)no1
  -7.0	7.1

Shown tab-delimited: part of the list above
smiles	H9c2 TAG inh	H9c2 TAG inh DAPI viability
Nc1cc(C(=O)OCC(=O)NNC(=O)c2ccccc2)ccc1Cl	0.5	6.8
CCN1C(=O)C(c2ccc(O)cc2)(c2ccc(O)cc2)c2ccccc21	2.2	0.4
Cc1ccc(NC(=O)c2c(C)nc(Nc3nc4ccccc4o3)nc2C)cc1	-1.0	-0.2
O=C1Nc2ccccc2N=C(c2ccccc2)c2ccccc21	-11.1	2.5
CC1=CC(C)(C)N(C(=O)CCl)c2cc(C)ccc21	9.0	-3.4

Following part
Values in the order – H9c2 TAG inh	H9c2 TAG inh DAPI viability
> Cc1cc(C)c(S(=O)(=O)N2CCOCC2)cc1NS(=O)(=O)c1cc(OCC(N)=O)c(C)cc1Cl
  26.7	-15.3
> CCOc1ncccc1C(=O)OCC(=O)Nc1ncc(C(F)(F)F)cc1Cl
  -10.7	-4.0
> CCNC(=O)C1(C)CCN(C(=O)c2ccc3ccccc3c2)C1 (stereo unspecified)
  1.1	14.6
> O=C(O)c1c(-c2ccc(Cl)cc2)cn2ccccc12
  -10.5	60.0
> CC(=O)Oc1ccc(C(=O)Nn2cnnc2)cc1
  -20.2	2.5
> O=C(CSc1nccc(-c2cccs2)n1)Nc1cccc(Cl)c1Cl
  -9.0	8.0
> Cc1cc(C)nc(/N=C2\NC(=O)CC(C(=O)O)N2c2ccc(Oc3ccccc3)cc2)n1 (stereo unspecified)
  -0.4	4.4
> CCCCn1c(N)c(N(CCC(C)C)C(=O)COC(=O)c2ccco2)c(=O)[nH]c1=O
  -8.5	1.2
> CC(=O)Nc1ccc2nc(-c3cccnc3)[nH]c2c1
  -7.9	-3.5
> COCCN(CC(=O)Nc1ccccc1C(F)(F)F)C(=O)/C=C/c1ccc2ccccc2n1
  -10.0	4.2
> COC(=O)CCC(=O)NN1C(=O)c2ccccc2C1=O
  5.6	-0.4
> CSc1ccc(C(=O)C2CCCN(C(=O)c3cc4cc(F)ccc4[nH]3)C2)cc1 (stereo unspecified)
  -2.7	0.6
> COc1ccc(NC(=O)Cn2nnc(C(=O)NCc3ccccc3)c2N)cc1Cl
  -8.9	7.7
> COc1ccc(-c2nnc(SCC(=O)NC3CCCCC3)n2N)cc1
  -5.4	2.6
> CC1CCN(c2ccc(C(=O)Nc3nnc(C4CC4)s3)cc2[N+](=O)[O-])CC1
  -1.0	4.3
> O=C(c1ccccc1Oc1ccccc1)N1CCN(c2ccc(F)cc2)CC1
  -16.3	5.0
> CCNC(=O)C1(C)CCN(C(=O)c2cccc(OC(F)(F)F)c2)C1 (stereo unspecified)
  6.8	-2.9
> COCCCNC(=O)CCn1c(=O)c2ccccc2n(CC(=O)Nc2cc(Cl)ccc2C)c1=O
  -8.3	-2.4
> CCOc1ccc(/C=C/c2c([N+](=O)[O-])c(=O)n(C)c(=O)n2C)cc1
  14.1	-12.5
> O=C(CSc1nnnn1-c1ccccc1)NCC1(N2CCOCC2)CCCCC1
  6.3	-3.6
> CCn1nc(NC(=O)C2CCCO2)c2cc3cccc(C)c3nc21 (stereo unspecified)
  11.6	-1.3
> C=CCn1c(-c2cccc(S(=O)(=O)N3CCOCC3)c2)n[nH]c1=S
  -15.2	5.0
> COc1cccc(CNC(=O)COC(=O)C23CC4CC(CC(Cl)(C4)C2)C3)c1
  -6.3	4.6
> Cc1noc(C)c1C(=O)N1CCCC(C)(C(=O)NS(=O)(=O)C2CC2)C1 (stereo unspecified)
  3.0	2.8
> O=C(CN1C(=O)C2CC=CCC2C1=O)NC1CCCc2ccccc21 (stereo unspecified)
  13.4	-9.1
> CC(=O)Nc1ccc(NC(=O)c2ccccc2Sc2ccc([N+](=O)[O-])cc2Cl)cc1
  -3.5	3.1
> CN1c2ccsc2/C(=N/Nc2ccc(F)cc2)CS1(=O)=O
  4.9	11.4
> O=C1/C(=C/c2ccccc2)CN(C(=O)CCN2CCOCC2)C/C1=C\c1ccccc1
  13.7	-7.2
> NS(=O)(=O)c1ccc(NC(=O)CN2C(=O)CCC2=O)cc1
  2.4	0.4
> NC(=S)NN=CCn1cc([N+](=O)[O-])c(=O)[nH]c1=O
  6.1	-1.6
> COC(=O)N1CC=CC1(C)C(=O)NCc1cc(F)cc(C(F)(F)F)c1 (stereo unspecified)
  -36.3	-7.4
> c1ccc(CCc2cn(C[C@H]3CC[C@@H]([C@@H]4CC[C@H](Cn5cc(CCc6ccccc6)nn5)O4)O3)nn2)cc1
  7.3	-2.9
> CCOC(=O)C1CCCN(CC(=O)Nc2cccc(C(C)=O)c2)C1 (stereo unspecified)
  5.6	11.4
> CC(=O)NC(Cc1ccccc1)C(C)=O (stereo unspecified)
  -4.0	0.6
> c1ccc(C2[C@H]3CN(CC4CCCCC4)[C@H](c4ccccc4)C34CC2(c2cccnc2)C4)cc1 (stereo partly specified)
  20.4	6.9
> O=c1oc2ccccc2n1Cc1cccc(C(F)(F)F)c1
  -0.4	-2.7
> Cc1ccc(NC(=O)C2CC(=O)N(c3ccccc3Cl)C2)cc1S(=O)(=O)N1CCOCC1 (stereo unspecified)
  1.5	-2.3
> O=C1Nc2ccccc2/C1=N/N=C/c1cccc(O)c1
  -2.3	6.7
> Cc1ccc(N)cc1CN1CCCC1=O
  9.9	-7.6
> O=c1c(C(c2ccccc2)c2c(O)nc3n(c2=O)CCCS3)c(O)nc2n1CCCS2
  2.0	-0.7
> c1coc(-c2cc3nc(NCc4ccc5c(c4)OCO5)ccn3n2)c1
  -9.1	-0.7
> CN(CC(=O)Nc1ccccc1C(F)(F)F)C(=O)c1ccc(-c2ccc(Cl)cc2)o1
  1.0	-0.6
> Cc1ccc(Cl)cc1-n1ncc2c(NNC(=O)c3ccco3)ncnc21
  -4.6	11.3
> COc1ccc(-n2nnnc2SCC(=O)N(C)C2CCS(=O)(=O)C2)cc1 (stereo unspecified)
  0.5	-6.0
> O=C(CCNS(=O)(=O)c1ccccc1)NCCCSc1ccccc1
  -16.7	3.3
> COC(=O)C1=C(C)N(Cc2ccccc2)C(=NCCN2CCOCC2)N[C@H]1CCc1ccccc1
  -1.1	16.8
> O=C(O)COc1ccccc1-c1nc(-c2ccccc2)c(-c2ccccc2)[nH]1
  2.1	-4.4
> O=C(O)CCC1(C(=O)O)CCC(=O)c2ccccc21 (stereo unspecified)
  9.9	1.3
> COc1ccc(OCC(=O)NNC(=O)c2c(-c3ccccc3Cl)noc2C)cc1
  -4.0	-6.0
> CC1=C(C(=O)OCC2CCCO2)C(c2ccc(F)cc2)NC(=O)N1 (stereo unspecified)
  -5.5	6.0
> O=C(OCc1cc2ccccc2[nH]c1=O)c1ccc([N+](=O)[O-])cc1
  3.8	-1.1
> Clc1nccc(N2CCN(c3ccccc3Cl)CC2)n1
  -10.7	8.1
> COc1ccc(N(CC(=O)NC2CC3CCC2C3)S(=O)(=O)c2ccc(C)cc2)cc1 (stereo unspecified)
  4.1	-4.9
> O=C(NCC(NS(=O)(=O)OCC(Cl)(Cl)Cl)c1ccccc1)C(F)(F)F (stereo unspecified)
  4.4	-11.9
> CC(C)CC(c1nnnn1C(C)(C)C)N1CCN(C2CCCC2)CC1 (stereo unspecified)
  -1.0	-0.5
> COC(=O)c1cc(OC)c(OC)cc1NC(=O)CCCCCN1C(=O)CCC1=O
  -10.8	8.6
> COc1ccc(C(C)=O)cc1COc1ccc(Cl)c(C)c1
  10.1	-13.5
> Cn1cc(-c2ccccc2)cc(C#N)c1=O
  9.4	-4.7
> Cc1ccc(S(=O)(=O)N2CCN(C(=O)/C=C/c3ccccc3)CC2)cc1C
  4.0	-1.1
> COc1cc(/C=C/C(=O)OCC(=O)NC(=O)NC(C)(C)C)ccc1O
  5.3	-0.2

(listing goes on)
Values in the order – H9c2 TAG inh	H9c2 TAG inh DAPI viability
> Cc1cc(C)c(S(=O)(=O)Nc2cccc(S(=O)(=O)N3CCOCC3)c2)c(C)c1
  3.1	10.4
> O=S(=O)(Nc1nc(CN2CCOCC2)nc2sc3c(c12)CCCC3)c1cc(F)ccc1F
  0.3	-1.6
> Brc1ccc(-c2nnc(-c3ccccc3)c(N3CCSCC3)n2)cc1
  13.5	7.8
> O=C(/C=C/c1ccccc1[N+](=O)[O-])Nc1cc(S(=O)(=O)N2CCOCC2)ccc1N1CCOCC1
  0.3	-7.7
> O=C(O)Cn1ncn(-c2ccc(OC(F)(F)F)cc2)c1=O
  -3.9	6.7
> CCOC(=O)c1c(NC(=O)CCS(=O)(=O)c2ccccc2)sc2c1CCN(C)C2
  13.0	2.3
> CCCc1ccc(C(C)NC(=O)c2cnccn2)cc1 (stereo unspecified)
  -50.3	-3.0
> CN1CCN(c2nnc(-c3cccs3)c3ccccc23)CC1
  5.3	4.0
> COc1ccc(N(CC(=O)N2c3ccccc3CC2C)S(=O)(=O)c2c(C)nn(C)c2C)cc1 (stereo unspecified)
  9.6	-8.4
> CC(=O)c1ccc(S(=O)(=O)Nc2ccc(C(=O)NCC(c3cccs3)N3CCOCC3)cc2)cc1 (stereo unspecified)
  24.3	-13.8
> C#CCN1C(=O)C(O)(CC(=O)c2ccc(OC)c(OC)c2)c2ccccc21 (stereo unspecified)
  36.3	-22.8
> Cc1ccc(/C=N/NC(=O)CC2N=C(Cc3ccccc3)NNC2=O)cc1 (stereo unspecified)
  -0.9	15.1
> CN1C2CCC1CC(NC(=O)CSCc1ccc(Cl)cc1Cl)C2 (stereo unspecified)
  23.9	-23.2
> Cc1ccc(C(=O)N/N=C\c2cccnc2)s1
  -5.4	2.3
> COc1ccc(CCNC(=O)CN(c2ccc(OC)cc2)S(C)(=O)=O)cc1
  4.1	-14.0

Molecules listed so far that contain a tert-butyl group:
Values in the order – H9c2 TAG inh	H9c2 TAG inh DAPI viability
> CC(C)CC(c1nnnn1C(C)(C)C)N1CCN(C2CCCC2)CC1 (stereo unspecified)
  -1.0	-0.5
> COc1cc(/C=C/C(=O)OCC(=O)NC(=O)NC(C)(C)C)ccc1O
  5.3	-0.2

(listing goes on)
Values in the order – H9c2 TAG inh	H9c2 TAG inh DAPI viability
> CCCCN(CC)CCCNC(=O)C1c2ccccc2C(=O)N(C)C1c1cn(C)c2ccccc12 (stereo unspecified)
  13.9	-9.6
> Cc1cc(Cl)ccc1NC(=S)NCC(O)c1ccccc1 (stereo unspecified)
  -1.4	-0.8
> CSCC[C@H](NC(=O)OC(C)(C)C)c1nnc(SCc2ccc(F)cc2)o1
  8.0	-0.5
> CC(/C=C/c1ccccc1)=N\NC(=O)Cn1cncn1
  4.6	13.6
> O=C(Nc1ccc2c(c1)N(S(=O)(=O)c1cccs1)CCC2)c1c(F)cccc1F
  6.3	-4.0
> COc1ccc(OCC(O)CN(C2CCCCC2)C2CCCCC2)cc1 (stereo unspecified)
  20.0	-13.8
> NC1=C(Br)C(=O)c2ccccc2C1=O
  75.5	-58.8
> NNC(=O)c1ncoc1-c1ccc(Cl)cc1
  -2.6	0.8
> O=C1CCCC/C1=N\Nc1ccc(OCc2ccccc2)cc1
  9.3	8.1
> COC(=O)c1sccc1NC(=O)CC1C(=O)NCCN1C(=O)c1ccccc1 (stereo unspecified)
  -6.8	8.3
> Cc1ccc(S(=O)(=O)N2CCN(C(=O)Cn3c(=O)oc4ccccc43)CC2)cc1
  -17.3	4.2
> COc1cccc(CN(C)C(=O)CSC(C)C(=O)Nc2cc(C)on2)c1OC (stereo unspecified)
  -7.9	2.2
> Cc1cc(C(=O)NNc2ccc(Cl)cc2)no1
  -15.9	5.0
> Cc1ccc(S(=O)(=O)N2CCCCC2)cc1C(=O)Nc1cccnc1
  1.8	-6.6
> COc1cccc(NC(=O)C2C3C=CC(C3)C2C(=O)O)c1 (stereo unspecified)
  12.5	-13.0

As entered above.
NNC(=O)c1ncoc1-c1ccc(Cl)cc1 @ H9c2 TAG inh = -2.6
Cc1ccc(S(=O)(=O)N2CCCCC2)cc1C(=O)Nc1cccnc1 @ H9c2 TAG inh = 1.8

Other compounds
Values in the order – H9c2 TAG inh	H9c2 TAG inh DAPI viability
> O=S(=O)(c1ccccc1)N1CCN(C/C=C/c2ccccc2)CC1
  -12.6	7.8
> Cc1cc(C)nc(N(C#N)Cc2ccc([N+](=O)[O-])cc2)n1
  -6.8	0.2
> COc1cc(/C=C(/C#N)c2ccc(F)cc2)ccc1OCc1ccc(C(=O)O)o1
  -2.0	2.7
> Cc1ccc(S(=O)(=O)N(CC(=O)Nc2cccc(C)c2C)C(=O)N2CCN(C)CC2)cc1
  -11.7	0.9
